# Assay outcomes as filed in PubChem.
# PAFAH2 FP inh: inhibitors of human PAFAH2; 340,000 compounds, 0.99% hits; Q99487; recombinant PAFAH2, FP-rhodamine activity probe, fluorescence polarization; inhibition, % at 3.39 µM;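 active = inhibition above the mean over all tested compounds plus 3 SD, cut at about 30% in these data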;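 note: inhibitors block probe labeling of enzyme so polarization drops; 0% = enzyme with DMSO and 100% = wells lacking PAFAH2 protein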
# TPT1 inhibitor: inhibitors of Candida albicans tRNA 2'-phosphotransferase TPT1; 300,000 compounds, 0.81% hits; recombinant caTPT1, FP RNA substrate dephosphorylation; inhibition, % at 5 µM; AID 1962;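 active = inhibition above the mean of all tested compounds plus 3 SD, set per screening campaign, cut at about 24% in these data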;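 note: plate controls were DMSO alone for no effect and ferristatin control at 100 nM for full effect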
# proCasp3 act: procaspase-3 (human) activation. P42574. recombinant procaspase-3 D3A, Ac-DEVD-pNA absorbance 405 nm. activation, % at 8.5 µM. 330,000 compounds, 0.11% hits. AID 463141;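 active = activation above the mean of all tested compounds plus 3 SD, cut at about 21% in these data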;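 note: 0% = DMSO alone and 100% = DMSO wells spiked with extra 5 µM PC-3 D3A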
#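 Assay system – Procaspase-3 D3A mutant · Benchmarks – DMSO low control, extra-enzyme high control · Technique – 405 nm absorbance of p-nitroaniline, reads at 0 and 120 min · Doses – 8.5 µM nominal · Measure – % activation between DMSO and enzyme-spiked controls · Also added – Ac-DEVD-pNA chromogenic peptide substrate · Schedule – 1 h compound preincubation, 2 h substrate hydrolysis at 25 °C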
# proCasp7 act: counter-screen for procaspase-3 activators: activators of human procaspase-7 | P55210 | recombinant procaspase-7, Ac-DEVD-pNA absorbance 405 nm; D23A/D198A/D206A triple mutant, cannot self-cleave; scale: DMSO 0, 5 µM enzyme 100 | activation, % at 8.5 µM | 330,000 compounds, 0.093% hits;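 active = percent activation above the screen-wide mean plus 3 SD, cut at about 25% in these data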
#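 buffer or medium = Zinc-free HEPES/NaCl buffer, pH 7.4 | material = Procaspase-7 triple mutant (PC-7 D3A) | input = 2 µM procaspase-7 mutant as dispensed | signal = Epi-absorbance of released pNA at 405 nm, two timepoints | timing = 1 h preincubation, 2 h reaction | replicates = singlicate compound testing | evaluation = % activation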
# AHR activator: activates the human aryl hydrocarbon receptor | P35869 | 320,000 compounds, 2.5% hits | activation, % at 5 µM | AHR-responsive luciferase reporter cells, luminescence; in the data active = activation above about 47%;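 note: 0% = vehicle wells and 100% = reference agonist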
# Target sequence (P35869 whole entry, looked up): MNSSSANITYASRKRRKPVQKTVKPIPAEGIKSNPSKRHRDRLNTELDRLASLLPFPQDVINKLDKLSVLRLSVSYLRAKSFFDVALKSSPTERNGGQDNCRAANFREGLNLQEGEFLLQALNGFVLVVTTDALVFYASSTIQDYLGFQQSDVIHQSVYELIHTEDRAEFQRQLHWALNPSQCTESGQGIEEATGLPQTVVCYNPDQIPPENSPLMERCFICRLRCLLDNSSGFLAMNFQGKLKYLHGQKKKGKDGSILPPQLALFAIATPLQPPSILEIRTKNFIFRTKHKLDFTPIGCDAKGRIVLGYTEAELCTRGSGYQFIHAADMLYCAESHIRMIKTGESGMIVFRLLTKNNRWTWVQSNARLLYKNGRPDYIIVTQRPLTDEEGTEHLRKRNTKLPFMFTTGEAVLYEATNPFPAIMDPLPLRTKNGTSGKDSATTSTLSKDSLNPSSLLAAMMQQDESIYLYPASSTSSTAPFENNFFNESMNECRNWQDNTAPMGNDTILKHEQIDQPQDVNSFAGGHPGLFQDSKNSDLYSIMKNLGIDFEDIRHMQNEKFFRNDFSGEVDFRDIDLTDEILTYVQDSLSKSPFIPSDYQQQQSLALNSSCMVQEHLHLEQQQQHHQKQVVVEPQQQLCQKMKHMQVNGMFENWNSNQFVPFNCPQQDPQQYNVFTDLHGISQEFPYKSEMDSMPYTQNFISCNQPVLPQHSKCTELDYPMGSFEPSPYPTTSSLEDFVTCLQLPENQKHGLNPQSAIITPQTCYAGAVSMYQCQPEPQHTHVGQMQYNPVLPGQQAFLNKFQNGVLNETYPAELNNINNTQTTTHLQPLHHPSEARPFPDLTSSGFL
# CTSL1 counter: cathepsin L1 inhibition, PFM18AAP counter-screen | recombinant F. hepatica cathepsin L1, Z-Leu-Arg-MCA fluorescence | AID 1906 | inhibition, % at 5.96 µM | 300,000 compounds, 0.49% hits;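 active = inhibition above the mean of all tested compounds plus 3 SD, set per screening campaign, cut at about 17% in these data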;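 note: 0% = plate median of test compound wells and 100% = 1 µM Z-Phe-Ala-diazomethylketone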
# PP1 inh: PP1-alpha (human) inhibition in PP5 counter-screen; P62136; purified PP1alpha, OMFP fluorescence; inhibition, % at 6.7 µM; 320,000 compounds, 0.9% hits;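 active = inhibition above the mean inhibition of all tested compounds plus 3 SD, computed separately for each screening campaign, cut at about 15% in these data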
# PP5 inh: PP5 (human) phosphatase inhibition; AID 1987; inhibition, % at 6.7 µM; purified PP5c, OMFP substrate fluorescence; P53041; 320,000 compounds, 0.18% hits;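 active = inhibition above the campaign's mean inhibition across all tested compounds plus 3 SD, cut at about 9.5% in these data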;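 note: 0% = DMSO only and 100% = 100 µM cantharidin control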
# core dimer inh: HCV core protein dimerization inhibition | 300,000 compounds, 0.33% hits | inhibition, % at 5 µM | TR-FRET GST/Flag-core106 dimerization, 1536-well;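 active = inhibition above the mean of all tested compounds plus 3 SD, set per screening campaign, cut at about 45% in these data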
#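 System: GST-tagged and Flag-tagged HCV core protein residues 1-106 / Input: core106 proteins, GST 13.5 nM and Flag 17 nM / Buffer or medium: KF-containing HEPES buffer, pH 7.45, DTT, CHAPS, BSA / Probe or stimulus: Eu-anti-GST and XL665-anti-Flag labelled anti-tag antibodies / Schedule: 4 h, 22.5 °C incubation / Technique: TR-FRET 671 and 617 nm emission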
# * hit, by the source's call; · = no result given.
Compound	PAFAH2 FP inh	TPT1 inhibitor	proCasp3 act	proCasp7 act	AHR activator	CTSL1 counter	PP1 inh	PP5 inh	core dimer inh
O=C(OCC(=O)N1CCCC1)c1ccco1	-3	0	8	12	9	1	-3	-1.9	-6
CCOc1cc(NC(=O)c2ccccc2C(=O)O)c(OCC)cc1NC(=O)c1ccccc1F	7	2	-5	-5	22	6	5	6.2	-3
CC1CCCN(C(=O)c2ccc3c(c2)OCO3)C1 (stereo not drawn)	10	0	1	-7	-1	-5	-4	5.0	-7
Cc1ccc(S(=O)(=O)NC(=O)Nc2nnc(C3CC3)s2)cc1	-3	-5	5	-13	6	1	1	2.2	-8
C=CCn1c(SCC(=O)/C(C#N)=C(\C)N)nnc1C1CCCCC1	10	0	-7	5	0	-11	-1	1.0	-2
CC(C)C(=O)NC(c1ccc(N(C)C)cc1)c1c(O)ccc2ccccc12 (stereo not drawn)	4	0	-6	-6	8	-3	-1	-1.7	2
CCC(C)[C@H](NC(=O)[C@@H]1CSC2c3ccccc3C(=O)N21)C(=O)NCc1ccco1 (stereo partly drawn)	0	0	1	0	-1	81*	-3	0.8	13
C[C@@H]1CN([C@H](C)CO)C(=O)c2cc(NC(=O)Cc3ccccc3)ccc2O[C@H]1CN(C)Cc1ccc(Oc2ccccc2)cc1	4	·	4	8	1	·	·	·	·
CC(CC(=O)C1C(C)C=CCC1(C)C)NNC(N)=O (stereo not drawn)	5	-7	-3	-2	-1	-2	-1	0.3	-2
Cc1ccc(NC(=O)C2CCCN2C(=O)OCc2ccccc2)cc1C (stereo not drawn)	-11	-3	9	-2	5	-1	-3	3.1	8
CN(C)CCSc1nnc2sc3ccccc3n12	-2	2	5	9	12	-1	-2	-0.4	3
CCOC(=O)CNC(=O)C1c2ccccc2C(=O)N(c2ccc(OC)cc2)C1c1ccc(OC)cc1 (stereo not drawn)	13	-3	7	1	7	2	0	-0.9	0
C=CCNc1sc(C(=O)c2cccs2)c(N)c1C#N	7	4	-4	-7	15	1	1	0.7	-27
COc1ccc2c(C)c(C(=O)NCC(C)O)oc2c1OC (stereo not drawn)	4	0	-2	-1	18	-2	-2	1.6	5
CON(C)S(=O)(=O)c1ccc2c(c1)N(Cc1ccc(C)cc1)C(=O)C1CCCN21 (stereo not drawn)	-19	7	1	3	4	4	13	0.3	38
CC1CCN(C(=O)C2CCN(C(=O)c3cc4sccc4n3Cc3ccc(F)cc3)CC2)CC1	2	2	-3	-3	-1	1	2	4.0	15
COc1cccc(C(=O)N(C)CC2CCN(CCc3cccc(C(F)(F)F)c3)CC2)c1	-8	0	-2	12	3	6	-2	-0.6	4
COc1cc(OC)c(OC)cc1CN1CCN(Cc2ccco2)CC1	1	-4	9	2	-2	-3	0	2.0	-1
O=C1NN=C(c2ccc(Br)cc2)CC1c1ccc(Cl)cc1 (stereo not drawn)	-1	1	1	5	9	3	3	2.8	11
CC12CCC(C(=O)NNc3ccc([N+](=O)[O-])cc3)(CC1=O)C2(C)C (stereo not drawn)	9	-2	1	5	5	2	-2	1.6	-1
COC(=O)C1CCN(C2=C(NS(=O)(=O)c3ccc(Cl)cc3)C(=O)c3ccccc3C2=O)CC1	2	2	-3	-4	4	0	2	3.2	-4
Cc1ccc(NC(=O)CN2C(=O)S/C(=C\c3cc(C)n(-c4ccc(C(=O)O)cc4)c3C)C2=O)cc1	2	-2	1	-10	4	2	4	2.1	13
OCCC1CN(Cc2cccn2-c2cccnc2)CCN1Cc1ccccc1 (stereo not drawn)	1	1	5	-6	4	1	-2	-0.8	2
COc1ccccc1CC(=O)NCc1nn(-c2ccccc2)nc1C	-4	1	-4	5	38	-3	-2	-1.6	3
O=C(CCCN1C(=O)C(c2ccccc2)Oc2cccnc21)NCc1ccc(F)cc1 (stereo not drawn)	-4	-1	5	-4	0	3	-3	1.2	3
CN(Cc1ccccc1)C(=O)c1cc(=O)[nH]c2ccccc12	4	0	5	-4	4	6	1	-0.8	10
Cc1sc2ncnc(N3CCC(C(=O)N(C)CC(=O)Nc4ccccc4Cl)CC3)c2c1C	5	1	6	6	-1	1	-2	2.4	3
CN(C)/C=C1\NC(=S)N(c2ccccc2)C1=O	1	0	-11	-13	0	0	-5	0.5	-7
COc1cc2cc(CN(Cc3cccs3)C(=S)Nc3ccccc3)c(=O)[nH]c2cc1OC	-35	1	1	2	39	0	2	1.8	12
Nc1ccccc1NC1=CC(=O)CC(c2ccccc2)C1 (stereo not drawn)	·	3	8	4	23	1	-1	-0.4	-1
COc1ccc(S(=O)(=O)NCC(c2ccc(C)cc2)N2CCN(C)CC2)cc1 (stereo not drawn)	-4	-2	2	7	-1	1	-6	-2.1	1
CC(CC(=O)O)CC(=O)Nc1cc(C(F)(F)F)cc(C(F)(F)F)c1 (stereo not drawn)	-1	-6	15	2	-3	0	-2	-3.1	-1
CC(=O)N1CCc2cc(S(=O)(=O)CCC(=O)N3CCN(c4cc(C)ccc4C)CC3)ccc21	-5	0	3	7	0	2	-1	-1.3	8
O=C(COc1ccccc1)NC1CCN(Cc2ccccc2)CC1	2	3	-2	-4	-4	0	-1	-0.1	-7
O=C(CCN1C(=O)S/C(=C\c2ccc(F)cc2)C1=O)Nc1ccc(O)cc1C(=O)O	0	1	-4	-1	2	-3	-8	0.5	7
COc1cc(CN2CCC(C(=O)NC3CCCC3)CC2)ccc1O	1	1	-4	4	-2	-2	2	3.8	-2
COc1ccccc1OCC(=O)Nc1ccc(S(=O)(=O)NC(C)=O)cc1	3	-1	9	10	0	-1	-5	1.5	1
O=C(O)c1ccc(Cl)c(S(=O)(=O)N2CCCCCC2)c1	6	-2	-11	9	0	-1	1	-0.5	-6
CCCc1cc(=O)oc2c(C)c(OS(C)(=O)=O)ccc12	8	-1	3	6	7	6	-1	0.3	0
O=S(=O)(c1ccc(F)cc1)N1CCCN(c2nccc(C(F)(F)F)n2)CC1	1	1	-4	-2	-2	1	-4	3.9	-5

# Quoted at random: three compounds from above
Compound	PAFAH2 FP inh	TPT1 inhibitor	proCasp3 act	proCasp7 act	AHR activator	CTSL1 counter	PP1 inh	PP5 inh	core dimer inh
CC1CCCN(C(=O)c2ccc3c(c2)OCO3)C1 (stereo not drawn)	10	0	1	-7	-1	-5	-4	5.0	-7
CCOC(=O)CNC(=O)C1c2ccccc2C(=O)N(c2ccc(OC)cc2)C1c1ccc(OC)cc1 (stereo not drawn)	13	-3	7	1	7	2	0	-0.9	0
COc1ccc2c(C)c(C(=O)NCC(C)O)oc2c1OC (stereo not drawn)	4	0	-2	-1	18	-2	-2	1.6	5

# More compounds.
Compound	PAFAH2 FP inh	TPT1 inhibitor	proCasp3 act	proCasp7 act	AHR activator	CTSL1 counter	PP1 inh	PP5 inh	core dimer inh
CCCc1[nH]nc2c1C(c1ccc(OC)c(CSC3=NCCS3)c1)C(C#N)=C(N)O2 (stereo not drawn)	3	-2	-1	-12	2	5	-1	2.2	11
O=C1CC(c2cccc(F)c2)C2=C(CCCC2=O)N1 (stereo not drawn)	4	-3	6	-3	2	0	0	-1.6	0
Cc1ccc2c(c1)c1nc3ccccc3nc1n2C	-1	-7	-2	-7	88*	3	2	-0.8	4
CC1=C(C(=O)OCc2ccccc2)C(c2cccc3ccccc23)NC(=O)N1CCCC(=O)O (stereo not drawn)	3	-2	-3	-11	0	-9	-2	-2.3	2
COc1ccc(Nc2ccccc2C(=O)O)cc1	·	-3	-1	-8	3	-2	-1	1.0	-9
O=C(CCNC(=O)c1ccccc1Cl)NCCc1ccc(C(F)(F)F)cc1	-4	0	1	0	-1	0	-6	0.9	2
Cc1ccc(NC(=S)NNC(=O)Nc2ccccc2)cc1	4	-5	-2	-17	7	-1	0	0.4	2
Cc1ccc(C)c(SCC(=O)OCC(=O)c2ccco2)c1	15	2	-6	-1	-2	-19	0	1.3	7
O=C(Nc1ccc([N+](=O)[O-])cc1)C(=O)Nc1cccc(C(=O)O)c1	0	-1	0	10	-9	3	0	-1.8	5
CCc1cc(C(=O)Cc2nc3ccccc3[nH]2)c(O)cc1O	-9	1	2	-4	37	0	0	1.9	-7
COc1cc(C(=O)NC(C)Cc2cccs2)cc(OC)c1OC (stereo not drawn)	5	-2	-1	-4	4	0	-4	-0.4	8
O=C(Nc1nc(-c2ccccn2)cs1)c1ccc(Cl)s1	-3	-5	-1	18	-5	1	31*	6.2	-9
O=C(N/N=C/c1cc(Br)c(O)c(Br)c1)c1cccnc1	1	1	-2	21	7	2	3	2.2	-8
COc1ccccc1OCC(=O)N/N=C/c1cccc2cccnc12	6	-2	-2	4	5	0	-2	0.3	0
CC(=O)C(/C=N/c1cc(-c2ccc(C)cc2)nn1-c1ccccc1)=C(\C)O	-5	-2	-1	6	0	0	0	-0.6	11
Cc1cc(=O)oc(C)c1C(=O)Nc1ccc(Cl)cn1	-7	2	0	-5	-1	-1	-2	-1.5	-3
CCCCOCCCNC(=O)C1c2ccccc2Oc2ccccc21	-9	-1	5	-1	3	-1	1	-0.3	1
O=c1c2ccccc2c2ccccc2c(=O)n1-c1ccccc1	7	0	6	-5	0	-11	2	2.1	0
NC(=S)NNC(=O)C12CC3CC(CC(C3)C1)C2	-4	-4	-3	-17	-2	1	-3	1.1	9
Cc1ccc(S(=O)(=O)NC(N)=NCCc2ccc(Cl)cc2)cc1	-1	1	-2	9	0	-3	2	0.8	1
Cc1ccc(C2=C(c3ccc([N+](=O)[O-])cc3)C(=O)OC2)cc1C	2	2	2	-5	-1	4	6	3.6	25
CC(C)NC(=O)Nc1ccc2c(c1)C(=O)N([C@@H](C)CO)C[C@@H](C)[C@@H](CN(C)S(=O)(=O)c1ccc(F)cc1)O2	-1	·	9	9	-2	·	·	·	·
C=CCC[C@@H](Cc1ccc(F)cc1)C(=O)OC[C@@H](Cc1c[nH]c2ccccc12)NC(=O)[C@@H](CC=C)CC(=O)N[C@H](CO)Cc1ccccc1	-6	·	4	4	-1	·	·	·	·
CCc1ccccc1NC(=O)CNC(=O)c1ccc(-n2cncn2)c([N+](=O)[O-])c1	2	-4	1	15	6	8	-8	-0.2	2
CCCS(=O)(=O)N1CCC(CCOc2ccccc2)(C(=O)OCC)CC1	1	3	0	6	0	1	-2	1.3	0
C=CCn1c(CC(=O)Nc2cccc(OC)c2)nnc1SCC(=O)NC1CCCCC1	-7	4	-6	2	-3	-4	-1	3.1	-3
Cc1nccn1CC(=O)O	·	-1	-9	-2	1	2	-7	-1.0	-2
CCOC(=O)CSc1nc2cc(C)ccc2cc1C#N	-4	2	-4	7	-3	-2	-7	2.3	8
